RXFP1 agonist – qHTS Assay for Agonists of the Relaxin Receptor RXFP1. HEK293T-RXFP1 cAMP TR-FRET, 30 min; response scale: percent of porcine relaxin response, buffer zero. Potency, µM (top dose mostly 57.5 µM), for inactives: top-dose activation, hits mostly activators. hit rate 0.3% among 370,000. AID 2676, 2010; note: potency is the fitted concentration of half-maximal effect; % is set by controls: 0 for no effect and ±100 for the full control effect; nearly all actives have a fitted effect of over 60% in size; many of its hits are not listed in these tables
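Agonist response is measured as cAMP accumulation in an RXFP1-transfected HEK293T line under PDE4 inhibition. Values are scaled between buffer-only and 29 nM porcine relaxin, and EC50s come from standard Hill equation fits.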
PI4K2A block – qHTS for small molecular inhibitors of PI4K2A; AID 1346378, 2018; purified PI4K2A, ADP-Glo luminescence, 1 h; active compounds read low; Phosphatidylinositol 4-kinase type 2-alpha (Homo sapiens), Q9BTU6; activity change, negative = inhibition, % at 76.9 µM; hit rate 0.13% among 420,000; in the data active = activity change below about -50%; inconclusive = mostly about -30% to -49%;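 note: -100% = wells without enzyme as full effect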
Target sequence (Q9BTU6 whole entry, looked up): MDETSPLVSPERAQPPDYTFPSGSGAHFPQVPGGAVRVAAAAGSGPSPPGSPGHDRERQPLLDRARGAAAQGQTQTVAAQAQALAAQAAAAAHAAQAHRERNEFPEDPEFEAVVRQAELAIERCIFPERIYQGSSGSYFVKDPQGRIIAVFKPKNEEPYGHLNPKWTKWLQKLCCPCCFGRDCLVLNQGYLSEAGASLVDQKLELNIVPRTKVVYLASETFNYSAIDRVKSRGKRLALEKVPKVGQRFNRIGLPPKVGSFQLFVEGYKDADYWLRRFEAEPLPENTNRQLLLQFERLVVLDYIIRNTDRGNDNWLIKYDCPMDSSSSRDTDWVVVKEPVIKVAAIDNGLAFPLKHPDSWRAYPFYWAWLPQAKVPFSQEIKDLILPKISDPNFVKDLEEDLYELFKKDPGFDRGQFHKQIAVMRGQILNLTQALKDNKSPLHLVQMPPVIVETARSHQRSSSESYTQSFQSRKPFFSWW
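Compounds are screened against recombinant PI4K2A using PI as substrate and ATP, the latter dispensed at 300 microM. Reactions run one hour at ambient temperature before ADP-Glo detection; full inhibition defined by wells lacking enzyme.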
mIDH1 inhibitor – qHTS for Inhibitors of mutant isocitrate dehydrogenase 1 (IDH1): qHTS. hit rate 0.093% among 390,000. IDH1-R132H enzyme, NADPH consumption, diaphorase/resazurin fluorescence. Potency, µM (top dose mostly 76.6 µM), inactives show top-dose activity change, negative = inhibition, actives largely listed as inhibitors. Isocitrate dehydrogenase [NADP] cytoplasmic (Homo sapiens), O75874; note: potency is the fitted concentration of half-maximal effect; % is set by controls: 0 for no effect and ±100 for the full control effect; nearly all actives have a fitted effect of over 65% in size
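IDH1-R132H (0.5 ug/mL dispensed) in pH 7.5 Tris buffer was preincubated 30 min with compound, then given a substrate mix of 0.016 mM NADPH and 2 mM alpha-KG for 80 min at room temperature; remaining NADPH was read by diaphorase/resazurin fluorescence.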
Vif-A3F inh – qHTS for Inhibitors of Vif-A3F Interactions: qHTS. hit rate 0.2% among 390,000. Potency, µM (titrated, usually from 46.1 µM), inactives show at the highest dose activity, negative = active. HeLa A3F-eYFP + Vif (tagged APOBEC3F with the HIV-1 protein that degrades it), YFP fluorescence increase; note: potency is the fitted concentration of half-maximal effect; % of control where 0% means no effect; nearly all actives have a fitted effect of over 65% in size
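HeLa cells stably expressing Vif plus C-terminally eYFP-tagged A3F were seeded, incubated overnight at 37 deg C, dosed with compound, incubated overnight again at 37 deg C. Yellow fluorescence (Ex 488/Em 500-530) reported blocked Vif-mediated A3F-eYFP degradation.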
LDHA block – qHTS assay for inhibitors of human lactate dehydrogenase; L-lactate dehydrogenase A chain (Homo sapiens), P00338; purified LDHA, NADH/diaphorase-resazurin fluorescence; active compounds read low; activity change, % (values are at about 110 or 230 µM); hit rate 0.15% among 480,000; AID 1347041, 2019; in the data active = activity change below about -30%; inconclusive = mostly about -25% to -30%;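 note: plate controls were DMSO wells for no effect and wells without enzyme for full effect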
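Resorufin fluorescence (ex540/em590), read at 0 and 20 min after diaphorase/resazurin addition, reports the NADH left after a 5 min room-temperature reaction of 2 nM human LDH5 with 0.06 mM NADH and 0.2 mM pyruvate.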
Glioma ERSR ind – qHTS for Inducers of the Endoplasmic Reticulum Stress Response (ERSR) in Human Glioma: qHTS; U87-MG GRP78 promoter luciferase reporter, 16 h; Potency, µM, for inactives: top-dose activation, most hits filed as activators; hit rate 0.02% among 420,000; note: potency is the fitted concentration of half-maximal effect; series mostly up to about 76 µM; % of control where 0% means no effect; nearly all actives have a fitted effect of over 35% in size
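ERSR induction read as luciferase luminescence (Bright-Glo, 10 min at room temperature) in stably transfected human U87-MG glioma cells exposed to compounds for 16 h, using GRP78 as sensor.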
USP1 inh – Inhibitors of USP1/UAF1: Primary Screen. Ubiquitin carboxyl-terminal hydrolase 1 (Homo sapiens), O94782. recombinant USP1/UAF1, Ub-Rhodamine cleavage fluorescence. Potency, µM (series often up to 57.1 µM), for the others: at the top dose activity change, negative = inhibition, most hits filed as inhibitors. hit rate 0.23% among 390,000; note: potency is the fitted concentration of half-maximal effect; % is set by controls: 0 for no effect and ±100 for the full control effect; nearly all actives have a fitted effect of over 60% in size; inactives centre near -12
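High-throughput fluorogenic screen: 1nM USP1/UAF1 complex, Ub-Rho substrate 150nM final, 50mM HEPES pH 7.8 with 0.5mM EDTA, 0.1 mg/ml BSA, 1mM TCEP and 0.01% Tween-20.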
TrxR1 substrate – qHTS Assay for Substrates of Mammalian Selenoprotein Thioredoxin Reductase 1 (TrxR1): qHTS; Thioredoxin reductase 1, cytoplasmic (Rattus norvegicus), O89049; purified TrxR1 substrate turnover, NADPH consumption readout; Potency, µM (doses to about 114 µM), inactives show at the top dose activity change, negative = substrate turnover; hit rate 0.01% among 390,000; note: potency is the fitted concentration of half-maximal effect; % is set by controls: 0 for no effect and ±100 for the full control effect; nearly all actives have a fitted effect of over 50% in size
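Rat TrxR1, dispensed at 90 nM, was prereduced with 400 uM NADPH (final) for 5 min at ~22 deg C, then incubated with compound 15 min before 400 uM selenite. A first-read NADPH fluorescence drop versus no-compound background flagged substrates.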
Vif-APOBEC3G blk – qHTS for Inhibitors of Vif-A3G Interactions: qHTS | AID 602310, 2012 | HeLa A3G-eYFP + Vif (tagged APOBEC3G with the HIV-1 protein that degrades it), YFP fluorescence, overnight | DNA dC->dU-editing enzyme APOBEC-3G (Homo sapiens), Q9HC16 | hit rate 0.076% among 410,000 | Potency, µM (titrated, usually from 46.1 µM), for inactives: top-dose activity, negative = active, hits mostly inhibitors;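 note: potency is the fitted concentration of half-maximal effect; % is set by controls: 0 for no effect and ±100 for the full control effect; nearly all actives have a fitted effect of over 60% in size; hits raise eYFP signal because A3G escapes Vif-driven loss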
Target sequence (Q9HC16 whole entry, looked up): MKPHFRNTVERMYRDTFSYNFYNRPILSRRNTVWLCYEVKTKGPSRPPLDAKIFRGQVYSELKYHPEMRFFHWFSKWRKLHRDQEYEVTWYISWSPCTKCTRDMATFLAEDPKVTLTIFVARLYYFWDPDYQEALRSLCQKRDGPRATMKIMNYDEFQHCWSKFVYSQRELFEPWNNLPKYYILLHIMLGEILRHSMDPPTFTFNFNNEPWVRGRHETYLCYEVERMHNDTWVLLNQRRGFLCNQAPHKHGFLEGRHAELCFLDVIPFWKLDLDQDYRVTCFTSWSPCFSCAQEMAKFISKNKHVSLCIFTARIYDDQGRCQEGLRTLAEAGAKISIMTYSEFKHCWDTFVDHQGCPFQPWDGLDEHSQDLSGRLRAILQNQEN
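Read-out is eYFP fluorescence (Ex 488/Em 500-530) from Vif-expressing HeLa A3G-eYFP cells; more signal means A3G escaped Vif-mediated degradation. Cells plated overnight, compound pinned in, incubated overnight at 37 deg C.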
* marks the source's active call; other numbers are inactive results; ? = inconclusive; / = not tested or not shown; & = joins results of further samples; [ ] = remark or other dose. Unless noted, calls come from the whole dose curve; as a rule, active = well fitted curve in the direction sought with a large enough effect; inconclusive = small, poorly fitted or top-dose-only effect, or another doubt; inactive = no such curve, though single readings can be large; an effect the other way counts as inactive or inconclusive. This is a subset (hit frequency here may not be typical).

Under each structure: RXFP1 agonist, PI4K2A block, mIDH1 inhibitor, Vif-A3F inh, LDHA block, Glioma ERSR ind, USP1 inh, TrxR1 substrate, Vif-APOBEC3G blk
> CCOC(=O)[C@H]1[C@H]2COc3ccccc3[C@@H]2N2C(=O)c3cc(F)ccc3NC(=O)[C@@]12C
    -0.7%, -2, -9%, -6%, 4, 0%, -21%, -9%, -5%
> CC1CCN(C(=O)c2ccccc2SCC(=O)NCC2CCCCC2)CC1
    -0.8%, 3, 2%, 3%, -3, -4%, -5%, -1%, 0%
> CCCn1c(NCc2ccc(N(C)C)cc2)nc2ccccc21
    -0.6%, 3, -2%, 0%, -1, -1%, -20%, 4%, 0%
> C=CCn1c(=O)n(C(=O)OCC)c2cc(Br)ccc21
    0.0%, 4, 8%, 0%, -3, -4%, 0%, -6%, -7%
> COc1ccc(NC(=O)CN(C)C(=O)c2cn(-c3ccccc3)nc2-c2cccs2)cc1
    -0.5%, 0, 8%, -6%, -5, 0%, -10%, -6%, 3%
> C=CCn1c(=NC(=O)c2ccc(S(=O)(=O)N3CCCC3)cc2)sc2cc(NC(C)=O)ccc21
    13%, 4, 9%, -4%, -4, -3%, -18%, 17%, -4%
> O=S(=O)(c1ccccc1)n1ccc2cccnc21
    -3.4%, -8, 6%, -2%, -1, -4%, -20%, -6%[57.1 µM], -4%
> Cc1ccc(C)c(NC2CCCCC2NS(=O)(=O)c2ccccc2)c1 (configuration not stated)
    0.4%, -2, 5%, -1%, -1, -4%, -5%, -5%, -1%
> COc1ccc(S(=O)(=O)Nc2ccccc2OC)cc1NC(=O)c1cc2ccccc2oc1=O
    -0.2%, -2, 12%, 6%, -6, 5%, -4%, -10%, -4%
> COc1cc(OC)cc(-n2nnnc2SCC(=O)N2CCCC2)c1
    0.1%, 3, 7%, -5%, -1, -1%, -8%, 5%[57.1 µM], -4%
> O=C(Nc1nc(-c2ccc(Br)cc2)ns1)c1ccccc1F
    15%, -4, 26%, 3%, -5, -1%, -19%, -3%, 3%
> C[C@@H]1CN([C@@H](C)CO)C(=O)CCCn2cc(nn2)CO[C@H]1CN(C)C(=O)OCc1ccccc1
    /, 1, -7%, -8%, -3, -4%, 0%, /, -2%
> Nc1nnc(SCC(=O)Nc2cccc(Cl)c2)s1
    -0.6%, 5, 17%, -13%, -5, 0%, -9%, 11%, -1%
> Cc1ccc(-c2nn(C)c(=O)c3ccccc23)cc1S(=O)(=O)NCCO
    2.2%, 3, 12%, -7%, -4&-9, 2%, -7%, -1%, 2%
> CC(=O)N/N=C(\C)CCc1ccccc1
    0.9%, 1, 15%, -25%, -3, -2%, -20%, 9%, 0%
> CCOc1ccc(S(=O)(=O)NCc2ccc3c(c2)OCO3)cc1C
    3.7%, -1, 1%, 5%, 2, 0%, -10%, -4%, 2%
> COc1ccc(C2=NN(C(=O)c3cccnc3)C(c3ccccc3)C2)cc1 (configuration not stated)
    -3.1%, -3, -2%, -1%, -10, -5%, -20%, -9%, -3%
> Cc1ccc(-c2csc(=Nc3ccccc3)n2Cc2ccc3c(c2)OCO3)cc1
    0.3%, 0, -4%, -4%, -3, 3%, -14%, 0%, 1%
> COc1ccccc1C(=O)NCCC(=O)N(C)CC(=O)Nc1ccc(C)cc1
    1.5%, 1, 2%, ?, -1, -3%, -10%, 5%, -1%
> Cc1ccc(-c2nnc3c4ccccc4c(C)nn23)cc1S(=O)(=O)N1CCN(CCO)CC1
    10%, -3, -1%, /, 3, 5%, -2%, 10%, 3%
> CN1CCN(C(CNC(=O)C(=O)Nc2ccc(F)cc2F)c2ccc3c(c2)OCO3)CC1 (configuration not stated)
    2.3%, 2, -19%, -2%, -11, 0%, -12%, 0%[57.1 µM], 1%
> COc1ccc(Cl)cc1NC(=O)CN(c1cccc(C)c1C)S(C)(=O)=O
    3.5%, 0, 16%, 2%, 2, -4%, -20%, 3%, -2%
> CN(C)c1ccc(NC(=S)NC(=O)/C=C/c2ccco2)cc1
    0.2%, -8, -7%, 12%, 6, -4%, -27%, 2%[57.1 µM], -4%
> CCOC(=O)c1ccccc1NC(=O)CSc1cc(C)[nH]c(=O)n1
    1.9%, -13, 12%, -3%, 1, -2%, -20%, 0%[57.1 µM], 5%
> O=C1CCCN1c1ccc(S(=O)(=O)N2CCN(c3ccccc3)CC2)cc1
    -1.2%, 4, 13%, 12%, -6, -4%, 5%, 0%[57.1 µM], 1%
> O=C(CSc1nc2ccccc2s1)Nc1ccc(Cl)c(C(=O)O)c1
    4.5%, -1, 3%, -2%, -2, -2%, ?, 10%[11.4 µM], -3%
> CCOc1ccc(CN(C)C(=O)c2cccnc2OCC)cc1OC
    0.6%, 2, -7%, 4%, -7, -2%, -13%, -3%[57.1 µM], 5%
> Oc1c(N=Nc2nn[nH]n2)ccc2ccccc12
    /, ?, /, /, 18, -3%, /, /, -7%
> CCOc1ccc(CCNC(=O)c2cc3n(n2)CCCN(Cc2ccc(C)cc2)C3=O)cc1OCC
    0.1%, 1, -24%, 1%, -3, 0%, -21%, 5%[57.1 µM], 4%
> N#Cc1c(/N=C/c2cccs2)sc2c1CCC2
    3.1%, 14, 3%, 2%, -2, -6%, -20%, -6%, 2%
> CC(=O)c1ccc(NC(=S)Nc2ccc(N3CCOCC3)cc2)cc1
    0.3%, 1, 3%, -2%, 4, -5%, -11%, 5%[57.1 µM], -1%
> CCNc1nnc(-c2ccncc2)s1
    3.9%, -1, 3%, -1%, -3, -4%, -9%, 212%[activator][57.1 µM], -8%
> Cc1c(C(=O)N2CC[C@@H](N3CCC(O)CC3)[C@H](O)C2)[nH]c2ccc(Cl)cc12
    5.6%, -3, -6%, 1%, -1, -2%, -15%, -5%, -1%
> Cc1ccc(C(=O)O)cc1S(=O)(=O)N1CCOCC1
    -0.2%, -1, 3%, -9%, -6, -5%, -11%, 12%, -8%
> O=C(Nc1ccc(F)c(Cl)c1)C1CC(=O)n2c(nc3ccccc32)N1 (configuration not stated)
    4.6%, 1, -6%, 7%, -14, -11%, -15%, ?, -9%
> CC(=O)Nc1ccc(NC(=O)c2ccc(NC(=O)c3ccccc3)cc2)cc1
    0.1%, -2, 23%, 3%, -1, -3%, -16%, 11%, -2%
> CC1=C(C(=O)OC2CCCCCC2)C(c2ccc(Cl)cc2Cl)CC(=O)N1 (configuration not stated)
    -2.1%, -2, -21%, 7%, -3, -3%, -18%, 2%, 0%
> CC(=O)Nc1cccc(NC(=O)CSc2ncc(C(=O)Nc3ccc(F)cc3)c(=O)n2C)c1
    3.8%, -29, -16%, -10%, -12, -5%, -17%, 4%, -5%
> Cc1occc1C(=O)N/N=C/C=C\c1ccccc1[N+](=O)[O-]
    0.0%, -3, 7%, -11%, 1, 6%, -7%, -9%, 0%
> COc1cccc(C2C3=C(CC(C)(C)CC3=O)Nc3n[nH]c(C)c32)c1 (configuration not stated)
    -1.2%, 0, 0%, -1%, -7, 3%, -16%, 17%[11.4 µM], 0%
> Cc1cc(C)n(-c2nc(N(C)C)nc(N3CCOCC3)n2)n1
    -0.3%, -4, 8%, -13%, -6, -3%, -1%, 2%[57.1 µM], 0%
> CN(CC(=O)Nc1ccccc1C(F)(F)F)C(=O)C1CCN(S(=O)(=O)c2ccc3c(c2)OCCO3)CC1
    0.6%, 0, 3%, -8%, -4, -3%, -25%, -4%, -7%
> COc1ccc(Nc2nnc(-c3ccc(C)c(S(N)(=O)=O)c3)c3ccccc23)cc1
    0.1%, 7, 0%, -8%, -2, 2%, -25%, -4%, -10%
> Cc1cc(NC(=O)COC(=O)CCCOc2ccc(Cl)cc2C)no1
    0.4%, -2, -6%, ?, -5, -7%, 5%, -6%, 0%
> O=S(=O)(c1ccc(Cl)cc1)N1CCN(c2nc(-c3cccs3)nc3ccccc23)CC1
    3.6%, -8, 5%, -11%, ?, 0%&2%&-1%, -23%, 21%&12%&1%&10%, 1%&2%&2%
> COC(=O)c1cc(NC(=O)N2c3ccccc3Sc3ccccc32)cc(C(=O)OC)c1
    3.0%, 3, 2%, -7%, 2, 0%, -21%, 6%, 0%
> Cc1ccc2nc(Cl)c3cc(C(=O)N(C)C4CCCCC4)sc3c2c1
    3.2%, -2, -9%, 5%, -3, -2%, 6%, 0%, -4%
> Cc1ccc(/C=C2/C(=N)N3N=C(CC(=O)N4CCCC4)SC3=NC2=O)cc1
    -0.3%, -5, 10%, -4%, -11, 0%, -7%, -3%, 3%
> CCN(C(=O)COc1cc(=O)n(C)c2ccccc12)c1cccc(Cl)c1
    0.6%, -3, 6%, 0%, 0, 0%, -12%, -12%, 0%
> Cc1cc(OC(=O)c2cccc([N+](=O)[O-])c2)c(C)cc1CN1CCOCC1
    -1.0%, 3, 4%, 11%, 0, -4%, -4%, -7%, 0%
